GPR151 activ = activates the human receptor GPR151; Q8TDV0; PathHunter beta-arrestin GPR151 cells, luminescence; activation, % at 11.2 µM; AID 1508602; 1% of 650,000 active; in the data active = activation above about 4.9%;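 also: 0% = median of compound wells and 100% = cells with positive control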
FBW7 act = human FBW7 E3 ligase activation, primary screen | Q969H0 | AlphaScreen FBW7–phospho-cyclin E peptide binding, activator screen | normalized activity (activation), % at 26.1 µM | 0.13% of 650,000 active | AID 1259310; in the data active = normalized activity above about 1.9%;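 also: purified mutant Fbw7 with reduced substrate affinity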
Target sequence (Q969H0 whole entry, looked up): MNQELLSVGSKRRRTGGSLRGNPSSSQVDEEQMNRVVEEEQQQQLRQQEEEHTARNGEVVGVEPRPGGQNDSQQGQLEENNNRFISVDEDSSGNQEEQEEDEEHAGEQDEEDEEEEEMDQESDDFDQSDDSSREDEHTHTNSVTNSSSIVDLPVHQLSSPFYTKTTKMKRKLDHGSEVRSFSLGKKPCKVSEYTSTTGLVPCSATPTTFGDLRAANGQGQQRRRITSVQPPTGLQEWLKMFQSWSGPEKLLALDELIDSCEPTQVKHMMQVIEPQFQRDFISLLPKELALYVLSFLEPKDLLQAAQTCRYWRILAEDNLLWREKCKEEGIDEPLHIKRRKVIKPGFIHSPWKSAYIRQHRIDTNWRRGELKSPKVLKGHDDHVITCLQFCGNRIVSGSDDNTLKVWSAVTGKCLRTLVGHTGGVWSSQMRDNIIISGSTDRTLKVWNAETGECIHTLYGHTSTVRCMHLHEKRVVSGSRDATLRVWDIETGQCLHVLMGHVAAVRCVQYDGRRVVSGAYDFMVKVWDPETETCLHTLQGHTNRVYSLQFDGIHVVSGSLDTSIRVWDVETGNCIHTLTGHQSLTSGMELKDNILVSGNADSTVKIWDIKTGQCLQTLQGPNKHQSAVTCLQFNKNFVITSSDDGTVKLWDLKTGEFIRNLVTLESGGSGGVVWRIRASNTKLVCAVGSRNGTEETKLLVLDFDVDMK
MITF primary = blocks human microphthalmia-associated transcription factor. O75030. AID 1259374. AlphaScreen MITF homodimerization, bead proximity signal. 0.91% of 650,000 active. inhibition, % at 2.6 µM; in the data active = inhibition above about 50%;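 also: 0% = vehicle wells with protein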
TEAD-YAP block = TEAD-YAP interaction inhibition; HEK-TIYL cells, TEAD-Gal4/YAP UAS-luciferase luminescence; inhibition, % at 9.12 µM; 1.4% of 640,000 active; in the data active = inhibition above about 32%;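 also: 0% = median of test compound wells and 100% = reference inhibitor wells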
* = called active by the depositor.

CC(=O)Nc1ccc(S(=O)(=O)NCCSCc2ccco2)cc1 was read as GPR151 activ 0.0, FBW7 act 0.1, MITF primary 4 and TEAD-YAP block -9.
`CC(C)Oc1ccc(N2CC(C(=O)Nc3ccc(F)cc3)CC2=O)cc1` (configuration not stated) gave GPR151 activ -0.7, FBW7 act -0.1, MITF primary -8 and TEAD-YAP block 7.
`CC(C)(C)C1CCc2c(sc3c2C(=O)NC(c2cccc(Cl)c2)N3)C1` (configuration not stated) gave GPR151 activ 0.9, FBW7 act -0.3, MITF primary -4 and TEAD-YAP block 2.
`CSc1nnc(Nc2cccc(C)c2C)s1` gave GPR151 activ -0.3, FBW7 act 0.7, MITF primary 2 and TEAD-YAP block -20.
Screening O=[N+]([O-])c1ccc(N2CCN(S(=O)(=O)c3ccc(Cl)cc3)CC2)cc1N1CCc2ccccc2C1 returned GPR151 activ 1.5, FBW7 act 0.0, MITF primary 18 and TEAD-YAP block -2.
Screening COc1ccc(CC(=O)NNC(=O)CCc2ccccc2)cc1OC returned GPR151 activ 0.5, FBW7 act 0.0, MITF primary -1 and TEAD-YAP block 4.
`O=C(NCCc1ccccc1)c1cc2nc(-c3ccc(Cl)c(Cl)c3)cc(C(F)(F)F)n2n1` gave GPR151 activ -0.5, FBW7 act 0.0, MITF primary 9 and TEAD-YAP block 4.
Screening Cc1ccc(Cl)cc1Nc1c(-c2ccc3c(c2)OCC(=O)N3)c(=O)c1=O returned GPR151 activ -0.9, FBW7 act 0.5, MITF primary 10 and TEAD-YAP block 23.
Cc1nc2ccc(Cl)cn2c1C(=O)NN was read as GPR151 activ 0.6, FBW7 act 0.0, MITF primary 7 and TEAD-YAP block 22.
Screening CCN(CC)Cc1c(C(=O)N/N=C/c2cccc(OC)c2OC)nnn1-c1nonc1N returned GPR151 activ 1.0, FBW7 act 0.3, MITF primary 21 and TEAD-YAP block 8.
O=C(Nc1ccccc1C(=O)NN1S(=O)(=O)c2ccccc2S1(=O)=O)c1ccccc1Cl was read as GPR151 activ -0.3, FBW7 act 0.4, MITF primary -16 and TEAD-YAP block -1.
Screening CCn1cc(CN2CCN3C(=O)[C@@H](CO)NC(=O)[C@H]3C2)c(C)n1 returned GPR151 activ 0.3, FBW7 act -0.4, MITF primary -20 and TEAD-YAP block -12.
CN1CCN(CCNC(=O)c2cc3c(Cl)nc4ccccc4c3s2)CC1 was read as GPR151 activ -0.1, FBW7 act 0.4, MITF primary -9 and TEAD-YAP block -9.
CCN(CC)C(=O)Cn1cnc2sc(C(=O)Nc3cc(F)ccc3C)c(C)c2c1=O was read as GPR151 activ 1.0, FBW7 act -0.1, MITF primary -21 and TEAD-YAP block -6.
For COc1ccccc1NC(=O)C(=O)NCC1OCCc2ccccc21 (configuration not stated) the results were GPR151 activ 0.2, FBW7 act -0.2, MITF primary -6 and TEAD-YAP block -4.
COc1ccc2nc(SCC(=O)O)[nH]c2c1 was read as GPR151 activ -1.9, FBW7 act 0.0, MITF primary 2 and TEAD-YAP block -5.
Screening CC(C)CCN1CCN2C(=O)[C@H](CO)NC(=O)[C@H]2C1 returned GPR151 activ -0.7, FBW7 act 0.0, MITF primary 12 and TEAD-YAP block 0.
For CCNc1nc(NC(C)CC)nc(ON=C(C)C)n1 (configuration not stated) the results were GPR151 activ -0.2, FBW7 act 0.2, MITF primary 29 and TEAD-YAP block 36*.
`Cc1ccc(OCCNC(=O)CCOc2cccc(C)c2)cc1` gave GPR151 activ -0.7, FBW7 act 0.0, MITF primary 7 and TEAD-YAP block 1.
Screening O=C1C2C3C=CC(C3)C2C(=O)N1CC(=O)N1CCc2ccccc21 (configuration not stated) returned GPR151 activ -1.0, FBW7 act 0.1, MITF primary -4 and TEAD-YAP block -5.
`COCCCNc1nc2nonc2nc1N1CCC(C(C)N2CCOCC2)CC1` (configuration not stated) gave GPR151 activ 0.1, FBW7 act 0.7, MITF primary 7 and TEAD-YAP block 10.
COc1cccc(C(=O)NCCOc2ccc3nnc(-c4ccccc4Cl)n3n2)c1 was read as GPR151 activ 0.0, FBW7 act -0.2, MITF primary 9 and TEAD-YAP block -6.
`Nc1sc2c(c1C(=O)NCc1ccccc1)CCCC2` gave GPR151 activ -0.5, FBW7 act -0.1, MITF primary 12 and TEAD-YAP block -7.
Screening Cc1ccc2c(c1)nnn2C1CCN(S(=O)(=O)c2ccc(-n3cnnn3)c(C)c2)CC1 returned GPR151 activ 0.3, FBW7 act -0.1, MITF primary 0 and TEAD-YAP block 5.

Among those listed so far, these have two or more sulfur atoms.
CC(=O)Nc1ccc(S(=O)(=O)NCCSCc2ccco2)cc1 was read as GPR151 activ 0.0, FBW7 act 0.1, MITF primary 4 and TEAD-YAP block -9.
`CSc1nnc(Nc2cccc(C)c2C)s1` gave GPR151 activ -0.3, FBW7 act 0.7, MITF primary 2 and TEAD-YAP block -20.
O=C(Nc1ccccc1C(=O)NN1S(=O)(=O)c2ccccc2S1(=O)=O)c1ccccc1Cl was read as GPR151 activ -0.3, FBW7 act 0.4, MITF primary -16 and TEAD-YAP block -1.

The results go on.
For CC(NC(=O)COc1ccc(Cl)cc1)C(=O)O (configuration not stated) the results were GPR151 activ 2.5, FBW7 act 0.0, MITF primary 1 and TEAD-YAP block 1.
Screening Cc1[nH]oc(=O)c1N=Nc1ccc(Cl)c(C(N)=O)c1 returned GPR151 activ -0.5, FBW7 act 0.2, MITF primary 13 and TEAD-YAP block 4.
Screening Cc1nc2c3ccccc3n3c(CCCC(=O)NCCCOC(C)C)nnc3n2n1 returned GPR151 activ 0.2, FBW7 act 0.5, MITF primary 4 and TEAD-YAP block 7.
N#Cc1cn(CC(=O)Nc2ccc(F)cc2)c2ccccc12 was read as GPR151 activ 0.3, FBW7 act 0.7, MITF primary 8 and TEAD-YAP block -23.
For Cc1ccc2nc3c(cc(C(=O)NCCc4ccccc4)c(=N)n3C(C)C)c(=O)n2c1 the results were GPR151 activ 0.0, FBW7 act -0.3, MITF primary -2 and TEAD-YAP block 13.
COc1cccc2ccc(CN3CCc4nnc(CNS(=O)(=O)C(C)C)n4CC3)nc12 was read as GPR151 activ 0.7, FBW7 act 0.0, MITF primary 8 and TEAD-YAP block 2.
For CCCN(C(=O)c1cccc(N)c1)c1c(C)n(C)n(-c2ccccc2)c1=O the results were GPR151 activ 5.5*, FBW7 act -0.1, MITF primary 16 and TEAD-YAP block 7.
`Cc1ccc(C2C3=C(CC(C)(C)CC3=O)Nc3n[nH]c(C)c32)cc1` (configuration not stated) gave GPR151 activ 8.4*, FBW7 act 0.1, MITF primary 6 and TEAD-YAP block 9.
`O=C(COc1ccc2ccccc2c1)N1CCN(C(=O)c2cccc(Cl)c2)CC1` gave GPR151 activ 1.6, FBW7 act 0.1, MITF primary 17 and TEAD-YAP block 6.
C/C(=C/C(=O)O)C(=O)Nc1ccc(C)c(C)c1 was read as GPR151 activ -1.3, FBW7 act 0.2, MITF primary 14 and TEAD-YAP block -13.
`O=C(C1CC12CCN(Cc1nc3ccccc3[nH]1)CC2)N1CCN(c2ccccc2)CC1` (configuration not stated) gave GPR151 activ -0.2, FBW7 act -0.1, MITF primary -6 and TEAD-YAP block 1.
c1ccc(CNc2nc(N3CCOCC3)nc3ccccc23)cc1 was read as GPR151 activ 0.2, FBW7 act -0.1, MITF primary -19 and TEAD-YAP block -23.
For O=C(Nc1ccc2c(c1)CCC2)c1ccc2c(=O)n(-c3cc(C(F)(F)F)ccc3Cl)c(=S)[nH]c2c1 the results were GPR151 activ 0.6, FBW7 act 0.1, MITF primary 6 and TEAD-YAP block -6.
`CC(C)NC(=O)c1cccc(NS(=O)(=O)c2ccc(-c3ncnc4[nH]ccc34)cc2F)c1` gave GPR151 activ -1.5, FBW7 act 0.1, MITF primary 14 and TEAD-YAP block -6.
`C=C1C2(C(=O)Nc3ccc(C(=O)OC)cc3)CCC(C2)C1(C)C` (configuration not stated) gave GPR151 activ 0.2, FBW7 act -0.1, MITF primary 1 and TEAD-YAP block 2.
For CCCSCC(=O)Nc1ccc(C)cc1C the results were GPR151 activ 2.5, FBW7 act 0.1, MITF primary 2 and TEAD-YAP block -27.
O=[N+]([O-])c1ccccc1C(c1nnnn1-c1cccc(Cl)c1)N1CCOCC1 (configuration not stated) was read as GPR151 activ -0.8, FBW7 act -0.1, MITF primary -6 and TEAD-YAP block -3.
CCCCOC(=O)C1=C(C)NC(=S)NC1c1ccccc1OCCC (configuration not stated) was read as GPR151 activ 0.7, FBW7 act -0.1, MITF primary 2 and TEAD-YAP block -4.
For CCCCC(CC)COC(=O)Nc1ccc(I)cc1 (configuration not stated) the results were GPR151 activ 0.6, FBW7 act 0.1, MITF primary 0 and TEAD-YAP block -5.
For Cc1onc(-c2ccccc2Cl)c1C(=O)NC1CCCCCCCCCCC1 the results were GPR151 activ -0.7, FBW7 act 0.2, MITF primary 0 and TEAD-YAP block 4.
Screening COc1ccc(/C(C)=N/NC(=O)CNC(=O)c2cccc(F)c2)cc1 returned GPR151 activ 0.7, FBW7 act 0.0, MITF primary 12 and TEAD-YAP block 10.
Screening CCC(C)CC(=O)SC1CCC2(C)C(=CCC3C2CCC2(C)C(C(C)CCCC(C)C)CCC32)C1 (configuration not stated) returned GPR151 activ 1.2, FBW7 act 0.0, MITF primary 7 and TEAD-YAP block -2.
Cc1[nH]c(=O)[nH]c(=O)c1S(=O)(=O)NCCc1c(C)[nH]c2ccccc12 was read as GPR151 activ -0.1, FBW7 act 0.0, MITF primary -3 and TEAD-YAP block 1.
Nc1cc([N+](=O)[O-])ccc1NC(=O)c1ccc([N+](=O)[O-])cc1 was read as GPR151 activ -6.1, FBW7 act -0.1, MITF primary 3 and TEAD-YAP block -46.
For Cc1c(N)cccc1-c1nc2ccccc2s1 the results were GPR151 activ -2.1, FBW7 act -0.2, MITF primary 0 and TEAD-YAP block 35*.
O=C(NCc1ccc(Cl)c(Cl)c1)C(Cl)Cl was read as GPR151 activ 2.7, FBW7 act 0.1, MITF primary 7 and TEAD-YAP block 16.
For CC(=O)c1c(C)[nH]c(C(=O)OCC(=O)Nc2nc(-c3ccc(C)cc3)cs2)c1C the results were GPR151 activ 2.1, FBW7 act 0.7, MITF primary -13 and TEAD-YAP block 37*.
For CCn1cc(CN2CCC(n3nccc3NC(=O)Cc3ccccc3)CC2)cn1 the results were GPR151 activ 0.5, FBW7 act -0.1, MITF primary -8 and TEAD-YAP block 6.
`O=C(Cn1cc(/C=C2\NC(=O)NC2=O)c2ccccc21)Nc1ccccc1` gave GPR151 activ 0.7, FBW7 act 0.1, MITF primary 10 and TEAD-YAP block 0.
Screening O=C(Cc1ccc([N+](=O)[O-])cc1)Oc1ccccc1 returned GPR151 activ -1.5, FBW7 act 0.1, MITF primary 12 and TEAD-YAP block 3.
Screening CC(C)n1c(N2CCN(c3ccccn3)CC2)nc2c(Nc3ccc(N4CCOCC4)cc3)ncnc21 returned GPR151 activ 1.4, FBW7 act -0.2, MITF primary -5 and TEAD-YAP block 1.
`NC(=O)C(=O)N/N=C/c1cccc(C(F)(F)F)c1` gave GPR151 activ -0.1, FBW7 act -0.2, MITF primary 8 and TEAD-YAP block 1.
NC(=O)c1cc[n+](CC(=O)Nc2ccccc2C(=O)O)cc1 was read as GPR151 activ -0.6, FBW7 act 0.3, MITF primary 10 and TEAD-YAP block 4.
For COc1cccc(C2C3=C(CC(C)(C)CC3=O)Nc3ccccc3N2C(=O)C(C)C)c1 (configuration not stated) the results were GPR151 activ 0.6, FBW7 act 0.0, MITF primary 17 and TEAD-YAP block 3.
`COc1cc(OC)c(NC(=O)c2nn(C)c3c2COc2ccccc2-3)cc1Cl` gave GPR151 activ 0.4, FBW7 act 0.7, MITF primary 11 and TEAD-YAP block 11.
`O=C(Nc1ccc(-c2nc3ncccc3o2)cc1)c1cc(Cl)ccc1Cl` gave GPR151 activ -0.1, FBW7 act 0.1, MITF primary -9 and TEAD-YAP block -18.
Cc1nnc(NC(=O)C2CC(=O)N(C(C)c3ccccc3)C2)s1 (configuration not stated) was read as GPR151 activ 0.2, FBW7 act 0.0, MITF primary 8 and TEAD-YAP block -3.
CC(C)C(OC(=O)c1cccnc1Cl)C(=O)NC(N)=O (configuration not stated) was read as GPR151 activ 0.0, FBW7 act 0.3, MITF primary -12 and TEAD-YAP block 2.
CCN(CC)C(=O)CC1(c2ccccc2)CC(=O)N(CC2CCCCC2)C1=O (configuration not stated) was read as GPR151 activ 1.0, FBW7 act 0.0, MITF primary -4 and TEAD-YAP block 11.
Screening Cc1cccc(C)c1NC1=C(Cl)C(=O)OC1OC(=O)c1ccccc1 (configuration not stated) returned GPR151 activ 0.6, FBW7 act -0.1, MITF primary 4 and TEAD-YAP block -4.
CC(=O)Nc1c(O)nc(SCC(=O)N2CCCCC2)[nH]c1=O was read as GPR151 activ 0.1, FBW7 act -0.1, MITF primary -9 and TEAD-YAP block -7.

Fetched one by one from above (4):
Cc1nnc(NC(=O)C2CC(=O)N(C(C)c3ccccc3)C2)s1 (configuration not stated) was read as GPR151 activ 0.2, FBW7 act 0.0, MITF primary 8 and TEAD-YAP block -3.
CC(C)C(OC(=O)c1cccnc1Cl)C(=O)NC(N)=O (configuration not stated) was read as GPR151 activ 0.0, FBW7 act 0.3, MITF primary -12 and TEAD-YAP block 2.
CCN(CC)C(=O)CC1(c2ccccc2)CC(=O)N(CC2CCCCC2)C1=O (configuration not stated) was read as GPR151 activ 1.0, FBW7 act 0.0, MITF primary -4 and TEAD-YAP block 11.
CC(=O)Nc1c(O)nc(SCC(=O)N2CCCCC2)[nH]c1=O was read as GPR151 activ 0.1, FBW7 act -0.1, MITF primary -9 and TEAD-YAP block -7.

Bioassay records (PubChem)
